Assay outcomes (PubChem)
p53ts 39C tox: cytotoxicity in p53ts cells at nonpermissive temperature | H1299-p53A138V viability at 39C, ATP luminescence, 24 h | Potency, µM (doses to about 46.1 µM), without a hit: top-dose activity change, negative = cell killing, hits mostly cytotoxic | hit rate 1.5% among 130,000 | AID 902; further: nearly all actives have a fitted effect of over 55% in size
IkB signaling: suppresses IkB signaling in ABC-DLBCL reporter cells; ABC-DLBCL IkBa-CBG/CBR dual luciferase ratio, 4 h; response scale: scaled: untreated 0%, proteasome inhibitor 100%; Potency, µM (top dose mostly 57.1 µM), inactives show at the top dose IkBa stabilization activation; hit rate 0.04% among 110,000; AID 445; active means well fitted curve in the direction sought with a large enough effect in the signal ratio, not every such curve was filed as active; inconclusive means small, poorly fitted or top-dose-only effect, or a change in a side signal; the % refers to the signal ratio;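 further: the direction sought is a rising ratio; 0% = basal untreated cells and 100% = reference inhibitor full response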
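In this assay, an IκBα–CBG68 fusion accumulates when IKK-driven degradation is blocked; native CBR normalizes for cell number. OCI-Ly3 cells were treated 4 h with compound and doxycycline, then green and red light read after Chroma-Glo addition.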
Imprint erasure: genomic imprint erasure induction. mouse ES Peg3-LacZ reporter, beta-gal luminescence, 40 h. Potency, µM (titrated, usually from 60.7 µM), for the others: at the highest dose activity change, positive = activation, most hits filed as activators. hit rate 0.02% among 110,000;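 further: 0% = negative control wells on the plate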
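Each well holds 300 Peg3LacZ-Neo (maternal) female ES cells incubated 40 h at 37C, 5% CO2. LacZ is measured by BetaGlo luminescence, with AC50 and maximum efficacy derived from dose-response curves.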
p53ts 32C kill: p53ts cell cytotoxicity, permissive temperature. H1299-p53A138V at 32C, ATP luminescence viability, 24 h. Potency, µM (top dose mostly 46.1 µM), for inactives: at the highest dose activity change, negative = cytotoxicity, usual class: cytotoxic. hit rate 0.93% among 130,000. AID 924;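 further: 0% = DMSO and -100% = full killing by reference compound; nearly all actives have a fitted effect of over 55% in size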
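Viability by ATPlite luminescence after 24 h compound treatment (up to 46 uM) at the permissive 32C. Cells are H1299 carrying p53 A138V. Scale runs from DMSO basal to 100 uM tamoxifen as full kill; AC50 from Hill fits.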
An asterisk follows results filed as active; ? = inconclusive; . = not tested or not shown; & = joins results of further samples; [ ] = dose if it differs, or a comment. Unless noted, the call rests on the fitted dose curve; in most records, active means well fitted curve in the direction sought with a large enough effect; inconclusive means small, poorly fitted or top-dose-only effect, or another doubt; inactive means no such curve, though single readings can be large; an effect the other way counts as inactive or inconclusive. Unless noted, on the % scale 0 is the no-effect control and ±100 the full control effect; potency means the concentration at half of the fitted maximal effect. Rows are unselected, and some 1.7% of all compounds hit somewhere here.

canonical_smiles	p53ts 39C tox	IkB signaling	Imprint erasure	p53ts 32C kill
COc1cccc2cc(-c3nc4sc(C(=O)Nc5ccc(F)cc5F)c(C)c4c(=O)[nH]3)c(=O)oc12	9%	-1.3%	-10%[10.9 µM]	9%
Cc1ccc(S(=O)(=O)Oc2cc(N)c3c(n2)CCC3)cc1	9%[9.22 µM]	0.6%[11.4 µM]	-4%[10.9 µM]	-3%[9.22 µM]
CO[C@@H](NC(N)=O)C(=O)O	-5%[9.22 µM]	0.5%[11.4 µM]	6%[10.9 µM]	-9%[9.22 µM]
Cc1ccc(C(=O)CCC(=O)Nc2cccnc2)cc1C	-1%	-2.6%	-20%	-4%
O=C(Nc1ccc2c(c1)ncn2C1CCCCC1)c1ccco1	-19%	-0.9%	-11%	-17%
COc1cccc(-c2nc(N(C)Cc3ccco3)c3ccccc3n2)c1	-19%	1.5%[11.4 µM]	-18%	-1%
COc1ccc(C(=O)N2CCC3(CC2)CCN(c2cccc(-c4ccccc4)c2)CC3)cc1	-12%	2.9%[11.4 µM]	.	16%
Cc1cc(NC(=O)c2cc3n(n2)C(C(F)(F)F)CC(c2ccco2)N3)n(-c2ccccc2)n1 (stereo unspecified)	7%	1.3%	-11%	-2%
CCn1c(SCC(=O)N2CCCc3ccccc32)nnc1-c1cccs1	4%	4.1%	-12%	1%
Cc1cccc(CCNC(=O)CN(c2ccc(C(C)C)cc2)S(=O)(=O)c2c(C)nn(C)c2C)c1	-27%	2.7%	-8%[10.9 µM]	5%
Cc1ccc(NC(=O)CN(c2cc(C)cc(C)c2)S(=O)(=O)c2c(C)noc2C)nc1	11%	?	-18%	12%
Cc1ccc(N2CC(C(=O)Nc3cccnc3)CC2=O)cc1 (stereo unspecified)	25%	5.0%	?	-1%

A run of entries of the results above, for reference:
canonical_smiles	p53ts 39C tox	IkB signaling	Imprint erasure	p53ts 32C kill
Cc1ccc(NC(=O)CN(c2cc(C)cc(C)c2)S(=O)(=O)c2c(C)noc2C)nc1	11%	?	-18%	12%
Cc1ccc(N2CC(C(=O)Nc3cccnc3)CC2=O)cc1 (stereo unspecified)	25%	5.0%	?	-1%

Later entries
canonical_smiles	p53ts 39C tox	IkB signaling	Imprint erasure	p53ts 32C kill
CN1C(=O)CC(C(=O)O)SC1=Nc1cccc(C(F)(F)F)c1 (stereo unspecified)	5%	1.5%	.	1%
c1ccc(-c2nc3ccccc3nc2N2CCOCC2)cc1	8%	-0.1%	-14%	-3%
CCCCCn1c(CCNC(=O)CCC)nc2ccccc21	5%	0.8%	-11%	1%
Cc1ccc(NC(=O)CSC2=C(C#N)C(c3ccco3)C3=C(CC(C)(C)CC3=O)N2)cc1 (stereo unspecified)	18%	?	-18%	31%[activator]
C[C@H](Oc1ccccc1)C(=O)N[C@@H]1C(=O)N2[C@@H]1SC(C)(C)[C@@H]2C(=O)O	11%[20.6 µM]	-0.5%[25.6 µM]	-7%[16.8 µM]	-1%[20.6 µM]
CCOc1ccc(C(=O)Nc2cccc(-c3nc4cccnc4s3)c2C)cc1OCC	-12%	-1.1%	9%[10.9 µM]	-5%
CCOc1cc(C(=O)N(C)c2ccccc2)cc(OCC)c1OCC	13%	0.9%	-7%	10%
CCOc1ccc(NC(=O)CSc2nc3c([nH]c4ccccc43)c(=O)n2-c2cc(C)cc(C)c2)cc1	-9%	1.6%	-12%[10.9 µM]	-8%
CCCS(=O)(=O)c1c(S(=O)(=O)CCC)c2cc(C(C)(C)C)ccn2c1C(=O)c1ccc(C)cc1	10%	-0.8%	-15%[10.9 µM]	13%
COC(=O)CNc1n[nH]c(=S)[nH]c1=O	4%	1.0%	-3%	-6%
COc1ccc(C)cc1Nc1nc2c(S(=O)(=O)c3cccc(Cl)c3)nnn2c2ccsc12	-15%	-1.3%	-13%[10.9 µM]	2%
COc1ccc(-n2cc(C(=O)NCc3ccccc3)c3ccccc3c2=O)cc1	-18%	?	3%[10.9 µM]	10%

Further records:
canonical_smiles	p53ts 39C tox	IkB signaling	Imprint erasure	p53ts 32C kill
CCCn1c(=N)c(C(=O)NCc2cccnc2)cc2c(=O)n3ccccc3nc21	-3%	0.6%	10%[10.9 µM]	0%
c1ccc2sc(N3CCN(Cc4ccc5c(c4)OCO5)CC3)nc2c1	-12%	-0.2%	-5%	5%
COCCNC(=O)c1ccc2nc(CCc3ccccc3)oc2c1	11%	-0.7%	?	-29%
COc1cccc(CNC(=O)C2CCN(S(=O)(=O)N3CCCC3)CC2)c1	10%	-0.9%	-7%	-6%
Cc1ccc(OCCSc2nc3ccccc3n2CC(=O)N2CCOCC2)cc1	1%	?	-21%[10.9 µM]	?
CC(C)Cn1c(N)c(C(=O)NCC2CCCO2)c2nc3ccccc3nc21 (stereo unspecified)	4%	?	-16%	11%
Cc1nn(S(=O)(=O)c2ccc(Cl)cc2)c(C)c1S(=O)(=O)N1CCCCCC1	-11%	0.8%	-8%[10.9 µM]	-10%
CCc1ccc(-c2nc(CN3CCC(C(=O)NCc4ccc(F)cc4)CC3)c(C)o2)cc1	0%	-0.2%	-14%	-8%
Cc1nn(-c2ccc(F)cc2)c(-n2cccc2)c1C(=O)NCCCN1CCN(c2ccccc2F)CC1	-6%	?	-10%[10.9 µM]	3%
O/N=C(/Cc1ccccn1)c1ccccc1	1%	.	.	17%
Cc1cccc(NC(=O)c2oc3ccccc3c2NC(=O)c2cc(=O)c3ccccc3o2)c1	6%	-1.4%	-2%[10.9 µM]	-1%
COc1cc2nc(SCC(=O)Nc3cccc(C)c3)n3nc(CCn4c(C)nc5ccccc54)nc3c2cc1OC	0%	-0.8%	-10%[10.9 µM]	-5%

The list continues:
canonical_smiles	p53ts 39C tox	IkB signaling	Imprint erasure	p53ts 32C kill
COc1ccccc1CNc1nc2ccc(C)cc2n2nnnc12	-2%	?	5%[10.9 µM]	5%
CCOC(=O)C(CC(C)C)CP(=O)(O)CNC(=O)OCc1ccccc1 (stereo unspecified)	7%	1.9%	-1%	-4%
COc1ccc(NC(=O)CSc2nnc(-c3ccncc3)n2-c2ccccc2)cc1	-6%	-1.0%	-6%[10.9 µM]	-1%
Fc1ccc(-n2[nH]nnc2=S)cc1N1CCCC1	-12%	2.5%	-19%	-7%
COc1ccc(Cn2nnnc2C(CC(C)C)N2CCN(c3ccccc3)CC2)cc1 (stereo unspecified)	-5%	2.0%	-22%	10%
CS(=O)(=O)N(CC(=O)NCCc1ccccc1)c1cc(C(F)(F)F)ccc1Cl	27%	?	-14%[10.9 µM]	4%
Cn1c(N)c(C(=O)COC(=O)c2cccs2)c(=O)n(C)c1=O	9%	0.1%	-1%	7%
Cc1nnc(NC(=O)C2C3C=CC(O3)C2C(=O)O)s1 (stereo unspecified)	-2%	1.7%	-5%	5%
Cc1nc(NC(=O)COC(=O)C(NC(=O)c2ccco2)C(C)C)c(Cl)cc1Cl (stereo unspecified)	-8%	1.0%	-16%	6%
COc1cc(NC(=O)Cn2c(=O)nc(-c3ccccc3F)c3cc(Cl)ccc32)cc(OC)c1	-7%	?	-16%[10.9 µM]	13%
COc1cc(NC(=O)C2CCN(S(=O)(=O)c3c(C)noc3/C=C/c3cccs3)CC2)cc(OC)c1	22%	-0.5%	18%[10.9 µM]	8%
CCOC(=O)c1ccc(NC(=O)COc2ccc(-n3cnnn3)cc2)cc1	5%	1.9%	-24%	5%

(next part)
canonical_smiles	p53ts 39C tox	IkB signaling	Imprint erasure	p53ts 32C kill
Cc1ccc(C2/C(=C(/O)c3ccccc3)C(=O)C(=O)N2CCN2CCOCC2)o1 (stereo unspecified)	1%	-1.3%	-6%	14%
O=C(CCCN1C(=O)c2ccccc2C1=O)Nc1ccc(Br)cn1	6%	0.7%	-6%	2%
CCc1cc2c(=O)n(Cc3ccco3)c(SCC(=O)N3CCCc4ccccc43)nc2s1	2%	?	-16%	5%
CCCCn1c(=O)c2oc3ccccc3c2n(CC(=O)Nc2ccccc2OC)c1=O	1%	1.0%	-3%[10.9 µM]	7%
CN(C)C(=O)c1ccc(-c2ccc3ncnc(N4CCNCC4)c3c2)cc1	-1%	-9.9%[11.4 µM]	-25%	6%
COC(=O)c1sc2nc(-c3ccco3)ccc2c1N	-23%	-3.4%	-24%	-19%
Cc1cc(C)cc(NC(=O)C(=O)NCC(c2cccnc2)N2CCOCC2)c1 (stereo unspecified)	-9%	?	-19%[10.9 µM]	9%
CCOc1ccccc1CN1C(=O)NC(C)(c2ccccc2)C1=O (stereo unspecified)	3%	-0.2%	-17%	6%
CS(=O)(=O)N1CCC(C(=O)NCc2ccc(F)cc2Cl)CC1	5%	0.5%	-3%	-8%
CCOc1ccc(CNC(=O)c2ccc(-c3nc(CS(=O)(=O)c4ccccc4)c(C)o3)cc2)cc1	-8%	?	-13%[10.9 µM]	-12%
CSc1ccc(S(=O)(=O)N2CCN(Cc3ccc4c(c3)OCO4)CC2)cc1	4%	11%	-9%	-7%
CC(=O)N1CCC2(CCCN(c3ccccc3)C2)CC1	-7%	1.8%[11.4 µM]	.	-1%

(further entries)
canonical_smiles	p53ts 39C tox	IkB signaling	Imprint erasure	p53ts 32C kill
Cc1cn2c(=O)cc(COC(=O)COc3ccc(F)cc3)nc2s1	-6%	-2.2%	-4%[10.9 µM]	-1%
COc1ccc(N(CC(=O)N2CCN(c3ccccc3)CC2)S(=O)(=O)c2c(C)nn(C)c2C)cc1	3%	0.0%	10%[10.9 µM]	0%
CCOc1ccc(S(=O)(=O)Nc2cc(OC)ccc2OC)cc1	13%	?	-30%[inhibitor]	5%
O=C(O)[C@@H](O)[C@@H](O)[C@@H](O)[C@@H](O)c1nc2ccccc2s1	5%[9.22 µM]	0.3%[11.4 µM]	1%[10.9 µM]	1%[9.22 µM]
O=c1[nH]c(-c2ccc(Cl)cc2)nc2c1cnn2-c1ccccc1	8%	1.7%	-6%	17%
CCN(CC)c1ccc(C(=O)NCc2ccc3c(c2)CCN3C(C)=O)cc1	-24%	0.2%	-18%[10.9 µM]	10%
BrC1C(Br)C(Br)C(Br)C(Br)C1Br (stereo unspecified)	-9%	.	-21%	-17%
O=C(Cn1nc(C(F)(F)F)c2c1CCC2)NC1CCCCC1	4%	2.3%	.	4%
O=C(NCc1ccccn1)c1ccc(CS(=O)(=O)Cc2ccc(Cl)cc2)o1	-17%	-0.2%	-1%	1%
Cc1ccc(-c2nc(CCNC(=O)C(=O)Nc3ccc(C)c(C)c3)cs2)cc1	-10%	-2.2%	-9%[10.9 µM]	4%
CCCN(CCC)CCNC(=O)c1ccc2c(c1)NC(=O)C(CS(=O)(=O)Cc1cccc(Br)c1)N2 (stereo unspecified)	?	?	-12%[10.9 µM]	-6%
O=C(CCCCn1c(=O)c2ccccc2n(Cc2ccccc2Cl)c1=O)NCc1ccc2c(c1)OCO2	-8%	-3.8%	-10%[10.9 µM]	-8%

Next structures follow:
canonical_smiles	p53ts 39C tox	IkB signaling	Imprint erasure	p53ts 32C kill
CCOC(=O)C1CCCN(C(=O)c2ccco2)C1 (stereo unspecified)	-2%	1.4%	10%	6%
COc1ccc(S(=O)(=O)Nc2ccc3c(c2)OCO3)cc1C(=O)O	1%	.	.	3%
COc1ccc(-c2onc(C)c2C)cc1S(=O)(=O)NCc1ccco1	-23%	-0.4%	-4%[10.9 µM]	8%
COc1ccccc1CNC(=O)c1ccc(Nc2nc3ccccc3n3nnnc23)cc1	-26%	?	-14%[10.9 µM]	-1%
CCOC(=O)c1sc(NC(=O)COc2ccccc2Cl)c(C(=O)OCC)c1C	7%	4.1%	6%[10.9 µM]	-3%
O=C(Nc1ccc2c(c1)CCC2)C1CCN(c2ncccn2)CC1	-14%	0.3%	-13%	-1%
COC(=O)NC(CC(C)=O)c1ccccc1 (stereo unspecified)	12%[9.22 µM]	.	.	1%[9.22 µM]
CC1CN2C(CCC(C)C2c2ccc(Br)cc2)C(=O)O1 (stereo unspecified)	0%&1%&8%[9.22 µM]	.	.	4%&1%&3%[9.22 µM]
COc1cc(C(=O)NCc2nnnn2-c2ccc(C)c(C)c2)cc(OC)c1OC	3%	0.7%	-4%[10.9 µM]	5%
